Screening data as filed in PubChem.
MgcRacGAP inhibition = MgcRacGAP GTPase-activating activity inhibitors, confirmation, biochemical, ADP Hunter fluorescence; MgcRacGAP-stimulated Rac1 GTP hydrolysis, ADP Hunter fluorescence; higher % means a stronger effect; GST-tagged Rac1 F28L mutant substrate; AID 624330; inhibition, % at 30 µM; hits with a dose series show IC50 in µM; 340,000 compounds, 0.6% hits;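 active means first-screen hits whose inhibition reached a set limit at any dose in the follow-up dose series; inconclusive means inhibition above the set first-screen limit but never retested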;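 further: fluorescence reports GDP produced by GAP-driven GTP hydrolysis; strong numbers were not always called active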
RSV antiviral HEp-2 = RSV antiviral activity via CPE protection, HEp-2 cells, primary 10 µM value included (AID 2391); HEp-2 cells, RSV-induced CPE inhibition; higher % means a stronger effect; 310,000 compounds, 0.13% hits; CPE inhibition, % at 10 µM, or IC50 in µM where a hit was titrated; in the data active means a potency from the dose series; inconclusive means CPE inhibition mostly from about 23% at the one dose, without a potency; inactive means the rest, 99 in 100 with CPE inhibition below about 21%; further: strong numbers were not always called active
GPR55 LPI antagonism = inhibition of LPI-stimulated GPR55 beta-arrestin translocation – imaging, U2OS, beta-arrestin-GFP, LPI agonist, primary screen (AID 2013) | 290,000 compounds, 0.13% hits | U2OS GPR55 beta-arrestin-GFP translocation imaging, LPI antagonism; higher % means a stronger effect | inhibition, % at 10 µM, or IC50 in µM where a hit was titrated;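 active means spots per cell inhibited over 60%, with over 100 cells counted and total cytoplasm intensity under 500,000; inconclusive means wells with under 100 cells, flagged as likely toxic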;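 further: U2OS cells stably carrying GPR55 and arrestin-GFP stimulated by 5 µM LPI near EC80; imaged beta-arrestin-GFP aggregate spots per cell after agonist stimulation; plate controls were LPI-stimulated DMSO wells for no effect and DMSO wells without LPI for full effect; some results filed as inactive read as strong as hits; confirmed hits need IC50 under 10 µM and bright autofluorescent wells are also inconclusive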
GPR35 antagonists = inhibition of zaprinast-stimulated GPR35 beta-arrestin translocation – imaging, U2OS, beta-arrestin-GFP, zaprinast agonist, primary screen (AID 2058); U2OS GPR35 beta-arrestin-GFP translocation imaging, zaprinast antagonism; higher % means a stronger effect; one-dose inhibition, % at 10 µM; IC50 in µM for titrated hits; 290,000 compounds, 0.052% hits;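 active means inhibition of at least 50% with at least 30 cells and total cytoplasm GFP at most 10,000,000; inconclusive means under 30 cells or total GFP of 10,000,000 plus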
HIV fusion peptide = cell-free HIV fusion peptide-binding blockers – biochemical, uHTS, fluorescence dequenching, primary screen (AID 1986) | 290,000 compounds, 0.3% hits | cell-free peptide binding, fluorescence dequenching, 30 min; higher % means a stronger effect | inhibition, % at 20 µM, or IC50 in µM where a hit was titrated; in the data active means inhibition mostly above about 52%, no sharp cut-off; inactive means mostly below about 76%; further: some results filed as inactive read as strong as hits
NS5 inhibitors = Dengue-2 NS5 methyltransferase inhibitors, primary screen, biochemical, confirmation dose response (AID 588689). one-dose inhibition, % at 25 µM; IC50 in µM for titrated hits. 340,000 compounds, 0.3% hits. Dengue-2 NS5 methyltransferase capping enzyme assay, biochemical; higher % means a stronger effect; in the data active means a potency from the dose series; inconclusive means inhibition above about 29% without an active follow-up result
PhoP inhibition = inhibitors of PhoP regulon expression, primary screen, Salmonella Typhimurium, GFP reporter (AID 1863). S. Typhimurium PhoP-regulated promoter GFP reporter, 4 h; higher % means a stronger effect. inhibition, % at 50 µM, or IC50 in µM where a hit was titrated. 300,000 compounds, 0.16% hits;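 active means inhibition over 29.93%, a cutoff 3 SD above the screen mean, later confirmed by dose response; inconclusive means inhibition over 29.93% but no dose response follow-up; inactive means inhibition at most 29.93% or unconfirmed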;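 further: 0% = low Mg2+ inducing control and 100% = high Mg2+ repressing control; strong numbers were not always called active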
UTI89 phage lysis = inhibition of K1F phage lysis, E. coli UTI89, bacterial capsule biogenesis inhibitors, alamar blue (AID 488966) | one-dose inhibition, % at 100 µM; IC50 in µM for titrated hits | E. coli UTI89 K1F phage lysis, alamar blue, 2 h; higher % means a stronger effect | 340,000 compounds, 0.02% hits;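 active means phage lysis inhibition, versus mean bacterial control, above a set limit; inconclusive means no clear call, values can overlap the other calls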;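 further: capsule biogenesis inhibitors block K1F phage lysis so surviving cells raise fluorescence; higher fluorescence means more inhibition of phage lysis; actives were called in the ten point dose series up to 300 µM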
Large T inhibition = TAg ATPase/helicase activity blockers – biochemical (AID 1903); SV40 large T antigen ATPase/helicase inhibition assay; higher % means a stronger effect; one-dose inhibition, % at 20 µM; IC50 in µM for titrated hits; 310,000 compounds, 0.39% hits; in the data active means a potency from the dose series; inconclusive means inhibition mostly from about 32% at the one dose, without a potency; inactive means the rest, 99 in 100 with inhibition below about 32%; further: strong numbers were not always called active
NS5 inhibitors pilot replicate = also measured in NS5 inhibitors; calls as there; inhibition, %; measured here: pilot screen replicate inhibition
Numbers without * were called inactive; ? = inconclusive; · = no result given; [ ] = dose if it differs, or a comment.

SMILES	MgcRacGAP inhibition	RSV antiviral HEp-2	GPR55 LPI antagonism	GPR35 antagonists	HIV fusion peptide	NS5 inhibitors	PhoP inhibition	UTI89 phage lysis	Large T inhibition	others
O=C(NCC(=O)N(c1ccc2c(c1)OCO2)C(C(=O)NC1CCCC1)c1cccs1)c1ccco1 (configuration not stated)	5%	0.0%	-3%	-11%	-1.7%	-2%	8%	14%	-3%
O=C(Nc1ccc2c(c1)nc1n2CCOC1)c1ccccc1	4%	0.4%	6%	-2%	-1.4%	4%	-2%	0.1%	9%
Cc1ccc(Nc2nc(Oc3ccc(=O)[nH]n3)nc(N(C)C)n2)cc1	10%	1.7%	-3%	-7%	1.5%	-1%	-4%	1.2%	3%
COc1ccc(/C=C2\SC(=S)N(Cc3cccnc3)C2=O)cc1C	5%	7.9%	4%	2%	-1.7%	-2%	-2%	8.6%	5%
C/C(=N\Nc1nncc2ccccc12)c1ccc(C(C)(C)C)cc1	·	4.6%	4%	5%	-0.2%	-8%	7%	-0.1%	2%
CCCCC(=O)Nc1ccccc1N1CCN(c2ccc(F)cc2)CC1	12%	7.8%	-10%	4%	-2.5%	·	5%	0.7%	11%
Cn1cccc1CC(=O)N/N=C/c1cc([N+](=O)[O-])ccc1Cl	6%	0.9%	2%	16%	7.6%	·	-11%	-0.1%	23%
S=C(NCCc1ccccn1)Nc1ccccc1Cl	-19%	0.8%	-27%	0%	-0.1%	-8%	2%	0.1%	4%
Cc1ccc(CNC(=O)c2cc(Cl)cc(Cl)c2)n1C	12%	2.3%	15%	-10%	0.3%	3%	-7%	0.1%	3%
COc1ccc(NCc2ccc(OC)c(OC)c2)cc1	·	0.4%	4%	10%	0.4%	·	3%	·	10%
COc1cc(C(=O)NC(C)c2cc(C)ccc2C)ccc1OCC(=O)N1CCOCC1 (configuration not stated)	1%	2.1%	·	·	·	1%	·	1.0%[50 µM]	·
NNC(=O)c1n[nH]c(=O)c2ccccc12	5%	2.4%	19%	-17%	-1.9%	-1%	-10%	1.0%[50 µM]	9%
CCCc1nnc(NC(=O)C2CCN(C(=O)c3ccco3)CC2)s1	1%	2.2%	-16%	-2%	-0.7%	14%	-1%	0.1%	3%
CCn1c(C(C)NC(=O)c2cccc(C)c2)n[nH]c1=S (configuration not stated)	10%	0.0%	11%	13%	-2.5%	-6%	6%	0.3%	6%
CCC(=O)Oc1ccc(C(=O)Nc2cccc(C(=O)c3ccccc3)c2)cc1	13%	3.8%	-1%	-17%	1.2%	-4%	-3%	0.3%	24%
O=C(O)COc1ccc(/C=N/NC(=O)/C(=C/C=C/c2ccccc2)NC(=O)c2ccccc2)cc1	10%	1.3%	2%	2%	12%	0%	-4%	0.2%	2%	NS5 inhibitors pilot replicate=0.9
Nn1c(SCC(=O)Nc2ccc(F)cc2)nnc1C1CCCCC1	-1%	-0.7%	-19%	-7%	1.3%	-10%	4%	0.6%	11%	NS5 inhibitors pilot replicate=1.7
COc1ccc(/C=C2\SC(=S)N(CC3CCCO3)C2=O)cc1 (configuration not stated)	10%	1.7%	-21%	-1%	-1.6%	3%	-2%	0.4%	9%
Cc1cc2nncn2c(Cc2ccccc2)n1	6%	1.3%	4%	7%	1.1%	-3%	0%	-0.4%[50 µM]	2%
Cc1nn(-c2cc(Cl)ccc2Cl)c(C)c1C(=O)O	0%	0.4%	5%	1%	-1.1%	-13%	-7%	-1.1%	2%
C=C1c2ccccc2NC(=S)N1Cc1ccc2c(c1)OCO2	4%	3.6%	13%	7%	-2.3%	0%	9%	-2.0%	8%
NC(=O)C1CC(=O)N(c2ccc(OCC(=O)NCc3ccccc3)cc2)C1 (configuration not stated)	4%	1.3%	-8%	2%	1.1%	-11%	1%	-0.1%	5%
O=C(NCCNC(=O)c1ccco1)c1ccco1	4%	0.9%	4%	10%	1.8%	0%	12%	-0.4%	-5%
CC(=O)c1cccc(NC(=O)N2CCCC2C(=O)Nc2c(C)cccc2C)c1 (configuration not stated)	2%	1.8%	-4%	17%	-0.4%	-1%	11%	-0.6%	16%
CCC[n+]1c2ccccc2cc2ccccc21	?	1.2%	8%	2%	-4.6%	8%	21%	0.1%	46µM*

Six compounds drawn at random from those above:
SMILES	MgcRacGAP inhibition	RSV antiviral HEp-2	GPR55 LPI antagonism	GPR35 antagonists	HIV fusion peptide	NS5 inhibitors	PhoP inhibition	UTI89 phage lysis	Large T inhibition	others
NC(=O)C1CC(=O)N(c2ccc(OCC(=O)NCc3ccccc3)cc2)C1 (configuration not stated)	4%	1.3%	-8%	2%	1.1%	-11%	1%	-0.1%	5%
CCCCC(=O)Nc1ccccc1N1CCN(c2ccc(F)cc2)CC1	12%	7.8%	-10%	4%	-2.5%	·	5%	0.7%	11%
O=C(O)COc1ccc(/C=N/NC(=O)/C(=C/C=C/c2ccccc2)NC(=O)c2ccccc2)cc1	10%	1.3%	2%	2%	12%	0%	-4%	0.2%	2%	NS5 inhibitors pilot replicate=0.9
COc1ccc(NCc2ccc(OC)c(OC)c2)cc1	·	0.4%	4%	10%	0.4%	·	3%	·	10%
CCn1c(C(C)NC(=O)c2cccc(C)c2)n[nH]c1=S (configuration not stated)	10%	0.0%	11%	13%	-2.5%	-6%	6%	0.3%	6%
Cc1ccc(Nc2nc(Oc3ccc(=O)[nH]n3)nc(N(C)C)n2)cc1	10%	1.7%	-3%	-7%	1.5%	-1%	-4%	1.2%	3%

The list goes on:
SMILES	MgcRacGAP inhibition	RSV antiviral HEp-2	GPR55 LPI antagonism	GPR35 antagonists	HIV fusion peptide	NS5 inhibitors	PhoP inhibition	UTI89 phage lysis	Large T inhibition	others
O=C(CSc1nc(-c2ccccc2)nc2ccc(F)cc12)Nc1cccc(C(=O)O)c1	10%	2.3%	4%	-17%	22%	6%	-1%	-0.2%	14%
N#Cc1nc(COc2ccccc2Cl)oc1N1CCCC1	1%	41%	4%	6%	-1.3%	-7%	-1%	0.0%	24%
O=C(Nc1nnc(CC2=CCCCC2)s1)c1cccs1	9%	?	0%	-1%	1.0%	-1%	-3%	-0.2%	5%
C[n+]1nc(Nc2ccccc2)sc1-c1ccc(O)cc1	6%	-2.1%	-9%	6%	2.3%	-2%	6%	0.2%	14%
Cc1ccccc1NC(=O)C1C2CCC(O2)C1C(=O)O (configuration not stated)	5%	2.1%	8%	-18%	3.0%	-1%	1%	4.3%	1%
CCC(C)c1ccc(NC(=O)COC(=O)CCNC(=O)c2ccco2)cc1 (configuration not stated)	2%	2.1%	·	·	·	4%	·	0.0%[50 µM]	·
COc1cc2c(cc1OC)C(COc1cc(C)cc(C)c1)N(C(C)=O)CC2 (configuration not stated)	2%	4.6%	7%	-9%	1.2%	1%	-9%	0.2%	25%
CCC1(c2ccccc2)NC(=O)N(CC(=O)Nc2nnc(C3CC3)s2)C1=O (configuration not stated)	10%	1.0%	10%	-1%	-0.7%	-6%	9%	-1.4%[50 µM]	8%
COc1ccc(-c2csc(NC(=O)c3ccc(S(=O)(=O)N4CCc5ccccc5C4)cc3)n2)cc1	6%	2.8%	4%	-6%	0.6%	-6%	-2%	-0.3%	9%
Cc1noc(C)c1COC(=O)CCCOc1ccc(Cl)cc1Cl	4%	2.6%	5%	13%	-1.5%	3%	1%	3.6%	5%
O=C(CC(Nc1ccc(Cl)cc1Cl)C(=O)O)c1ccccc1 (configuration not stated)	4%	1.5%	-3%	28%	2.8%	29%	-4%	-0.1%	26%
COC(=O)Cn1c(O)c(N=NC(=O)CNC(=O)COc2cccc(C)c2)c2ccccc21	3%	1.0%	11%	5%	-1.2%	-2%	-1%	0.1%	3%
Fc1cccc(Cl)c1CSc1nnc(-c2ccncc2)o1	·	1.4%	-8%	10%	2.5%	0%	-5%	0.2%	11%
O=C1CC(c2ccc(Cl)c(Cl)c2)CC(O)=C1C=NCCN1CCNCC1 (configuration not stated)	·	·	·	6%	0.6%	·	3%	·	6%
C#CCOCCOCCOCCNc1nc(N2CCN(C(=O)[C@H]([C@@H](C)CC)n3cc([C@@H](N)CC(C)C)nn3)CC2)nc(N2CCN(C(=O)[C@H](Cc3cc4ccccc4[nH]3)n3cc([C@@H](N)CC(C)C)nn3)CC2)n1	·	·	5%	1%	1.3%	·	0%	·	·
O=C(O)C1=CC[C@@H](c2ccc(Cl)cc2)N(S(=O)(=O)c2ccc(Cl)cc2)C1	4%	4.8%	·	·	·	2%	-7%	1.9%	12%
O=C(NCc1nc2ccccc2[nH]1)C1=C[C@@H](c2ccc(C(F)(F)F)cc2)C[C@@H](OCc2ccc(CO)cc2)O1	4%	-0.1%	·	·	·	-1%	·	1.7%	14%
CCN(CC)S(=O)(=O)c1ccc2c(c1)nc(CCC(=O)Nc1ccc(N3CCOCC3)cc1)n2C	4%	1.5%	4%	0%	1.4%	-2%	-9%	0.3%	?
CN1[C@@H]2CC[C@H]1CC(OC(=O)c1c[nH]c3ccccc13)C2 (some centres not stated)	2%	-1.8%	·	·	·	1%	-8%	6.2%	16%
CN(Cc1c(C(=O)N/N=C/c2cc(F)ccc2F)nnn1-c1nonc1N)C1CCCCC1	10%	0.5%	12%	-11%	1.9%	-9%	-4%	0.1%	9%
O=C(NC(=S)NC1CCCCC1)c1ccccc1	8%	4.7%	-33%	-1%	-1.0%	-4%	3%	-0.1%	11%
O=C(CN1C(=O)NC2(CCCC2)C1=O)NNC(=O)c1ccccc1F	3%	1.5%	·	·	·	-5%	·	0.3%[50 µM]	·
CC(=O)Nc1ccc(NS(=O)(=O)c2ccc3ccccc3c2)cc1	-3%	1.9%	1%	0%	-1.7%	6%	-2%	-0.2%	8%
CCOc1ccc2[nH]c3c(NCCC(C)C)ncnc3c2c1	9%	13%	-3%	4%	-1.8%	-1%	2%	-1.9%[50 µM]	6%
Cc1cc(=O)[nH]c(SCc2nnnn2-c2ccc(Cl)cc2)n1	7%	1.0%	11%	19%	1.0%	-2%	-9%	2.6%[50 µM]	6%
Cc1ccc(-c2cc(Cc3ccc(N(C)C)cc3)c(=O)[nH]n2)cc1	·	1.6%	0%	-1%	-2.1%	·	-4%	·	6%
Nc1c(N)c2ccccc2oc1=O	19%	1.3%	0%	-8%	7.9%	-1%	-11%	3.8%	3%
